From PubChem
DT40 TDP1 CPT: DT40-hTDP1 cell growth loss with CPT | Potency, µM (highest dose often 46.2 µM), for the others: top-dose activity change, negative = growth inhibition, most hits filed as inhibitors | 420,000 tested, 12% active | chicken DT40 Tdp1-/-;hTDP1 cells + 20 nM CPT, ATP luminescence, 48 h; further: nearly all actives have a fitted effect of over 55% in size
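Chicken DT40 Tdp1-/- cells complemented with human TDP1, 400 cells/well, exposed to compounds plus 20 nM camptothecin for at least 48 h at 37 C; viability read as ATP content by CellTiter-Glo luminescence.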
KAT2A inh: inhibitors of human GCN5L2 histone acetyltransferase | GCN5L2 HAT assay, ThioGlo1 CoA-SH fluorescence | Q92830 | 390,000 tested, 0.21% active | Potency, µM (doses to about 58.9 µM), for the others: at the top dose activity change, negative = inhibition, hits mostly inhibitors
Target sequence (Q92830 whole entry, looked up): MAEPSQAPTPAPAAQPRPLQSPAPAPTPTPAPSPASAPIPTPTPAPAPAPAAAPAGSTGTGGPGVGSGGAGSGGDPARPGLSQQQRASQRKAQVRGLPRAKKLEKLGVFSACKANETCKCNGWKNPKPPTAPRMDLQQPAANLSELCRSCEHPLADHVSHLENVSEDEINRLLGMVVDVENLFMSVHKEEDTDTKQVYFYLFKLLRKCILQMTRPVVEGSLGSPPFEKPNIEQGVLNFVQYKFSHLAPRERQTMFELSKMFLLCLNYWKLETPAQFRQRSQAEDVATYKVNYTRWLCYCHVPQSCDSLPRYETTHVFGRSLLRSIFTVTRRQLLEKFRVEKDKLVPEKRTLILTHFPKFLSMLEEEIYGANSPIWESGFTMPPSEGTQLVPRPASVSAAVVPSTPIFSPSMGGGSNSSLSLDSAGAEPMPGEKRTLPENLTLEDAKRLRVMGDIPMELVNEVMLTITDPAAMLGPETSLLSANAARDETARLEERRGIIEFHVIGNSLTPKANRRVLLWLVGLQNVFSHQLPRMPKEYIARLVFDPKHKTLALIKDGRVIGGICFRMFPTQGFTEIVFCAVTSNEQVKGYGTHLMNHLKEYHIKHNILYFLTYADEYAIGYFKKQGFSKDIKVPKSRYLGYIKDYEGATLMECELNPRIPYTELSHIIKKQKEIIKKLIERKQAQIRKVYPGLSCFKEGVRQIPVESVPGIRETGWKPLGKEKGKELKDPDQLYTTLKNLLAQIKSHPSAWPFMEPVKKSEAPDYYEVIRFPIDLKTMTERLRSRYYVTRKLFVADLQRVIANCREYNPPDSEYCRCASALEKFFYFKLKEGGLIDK
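Titration-based screen in which CoA formation is detected via maleimide probe ThioGlo1 (50uM) turning fluorescent on thiol reaction; substrates H3(1-25) 75uM and acetyl-CoA 70uM, GCN5L2 20nM, 20 min incubation at room temperature.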
TDP1 cell noCPT: qHTS for Inhibitors of human tyrosyl-DNA phosphodiesterase 1 (TDP1): qHTS in cells in absence of CPT. 420,000 tested, 15% active. Potency, µM (titrated, usually from 46.2 µM), for the others: at the top dose activity change, negative = growth inhibition, hits mostly inhibitors. DT40 Tdp1-/- hTDP1 cells, no CPT, ATP luminescence, 48 h. AID 686978, 2013; further: nearly all actives have a fitted effect of over 55% in size
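Compound effects on proliferation are scored in DT40 Tdp1-/-;hTDP1 cells in the absence of CPT. ATP levels (CellTiter-Glo luminescence) are recorded after a ≥48 hr, 37 °C incubation.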
An asterisk follows results filed as active; [ ] = dose if it differs, or a comment. The call rests on the fitted dose curve; in most records, active means well fitted curve in the direction sought with a large enough effect; inconclusive means small, poorly fitted or top-dose-only effect, or another doubt; inactive means no such curve, though single readings can be large; an effect the other way counts as inactive or inconclusive. On the % scale 0 is the no-effect control and ±100 the full control effect; potency means the concentration at half of the fitted maximal effect. An unsorted share of the library; any-hit rate near 18%.

Results for CN(C(=O)c1cccc(NC(=O)Cc2ccc(NC(=O)C3CCCN(C(=O)c4ccccc4)C3)cc2)c1)C1CCCC1 (stereo not given) ?
DT40 TDP1 CPT: inconclusive; TDP1 cell noCPT: inconclusive

What do the screens show for `CCc1ccc(NC(=O)C(=O)NCCc2sc3nc(-c4ccc(OC)cc4)nn3c2C)cc1`?
DT40 TDP1 CPT: -4%; KAT2A inh: -6%; TDP1 cell noCPT: -3%

How did O=C1CC(c2ccc(F)cc2)CC(O)=C1C=NCCN1CCNCC1 (stereo not given) do in these assays?
DT40 TDP1 CPT: 1%; TDP1 cell noCPT: -7%

What do the screens show for `C/C(=N\OCC(=O)OC(C)C(=O)Nc1ccc(C(N)=O)cc1)c1ccc2c(c1)OCO2` (stereo not given)?
DT40 TDP1 CPT: -19%; KAT2A inh: -4%; TDP1 cell noCPT: -18%

What do the screens show for `NC(=O)c1ccccc1OCc1nnc(-c2ccccc2Br)o1`?
DT40 TDP1 CPT: 23µM*; KAT2A inh: -3%; TDP1 cell noCPT: 29µM*

What do the screens show for `CCN(CC(=O)Nc1ccc(OC)cc1)C(=O)CCS(=O)(=O)c1ccc(C)cc1`?
DT40 TDP1 CPT: -22%; KAT2A inh: -28%; TDP1 cell noCPT: -7%

Results for CCN(CC)c1ccc2c(C)c(CN3CCOCC3)c(=O)oc2c1 ?
DT40 TDP1 CPT: inconclusive; KAT2A inh: -9%; TDP1 cell noCPT: inconclusive

Results for CC(C)CC(=O)Nc1nnc2n1CCS2 ?
DT40 TDP1 CPT: -16%; KAT2A inh: -1%; TDP1 cell noCPT: 0%

What do the screens show for `CC/C(=N\NC(=O)C1CCCC1)c1ccc(Br)cc1`?
DT40 TDP1 CPT: 5%; KAT2A inh: -1%; TDP1 cell noCPT: 5%

Results for CC1CCCC(C)N1C(=O)Cn1c(SCC(=O)NCc2ccc3c(c2)OCO3)nc2ccccc21 (stereo not given) ?
DT40 TDP1 CPT: inconclusive; KAT2A inh: -1%; TDP1 cell noCPT: -9%

The list goes on, overlapping the part above by 3 compounds.
Results for CC(C)CC(=O)Nc1nnc2n1CCS2 ?
DT40 TDP1 CPT: -16%; KAT2A inh: -1%; TDP1 cell noCPT: 0%

What do the screens show for `CC/C(=N\NC(=O)C1CCCC1)c1ccc(Br)cc1`?
DT40 TDP1 CPT: 5%; KAT2A inh: -1%; TDP1 cell noCPT: 5%

Results for CC1CCCC(C)N1C(=O)Cn1c(SCC(=O)NCc2ccc3c(c2)OCO3)nc2ccccc21 (stereo not given) ?
DT40 TDP1 CPT: inconclusive; KAT2A inh: -1%; TDP1 cell noCPT: -9%

Results for N#Cc1ccc(CN2CCN(C(=O)CNS(=O)(=O)c3ccc4c(c3)OCCCO4)CC2)cc1 ?
DT40 TDP1 CPT: -20%; KAT2A inh: 1%; TDP1 cell noCPT: -22%

What do the screens show for `Cc1cc(OCCCC(=O)Nc2cc(S(=O)(=O)N3CCOCC3)ccc2N2CCOCC2)ccc1Cl`?
DT40 TDP1 CPT: inconclusive; TDP1 cell noCPT: inconclusive

What do the screens show for `O=C(OCc1c(Cl)nc2sccn12)c1cc2c(s1)CCCC2`?
DT40 TDP1 CPT: 14µM*; KAT2A inh: -5%; TDP1 cell noCPT: inconclusive

What do the screens show for `NC(=O)CCC(NS(=O)(=O)c1ccc(Cl)cc1)C(=O)NCc1ccccc1Cl` (stereo not given)?
DT40 TDP1 CPT: -22%; KAT2A inh: 3%; TDP1 cell noCPT: -4%

How did O=C(CSc1nnc2ccccn12)NCc1ccc2c(c1)OCO2 do in these assays?
DT40 TDP1 CPT: 6%; KAT2A inh: -2%; TDP1 cell noCPT: 15%

What do the screens show for `COc1ccc(CCN2C(=S)N(c3ccc(Cl)cc3)C(=O)C2CC(N)=O)cc1OC` (stereo not given)?
DT40 TDP1 CPT: 15µM*; KAT2A inh: -3%; TDP1 cell noCPT: 16µM*

What do the screens show for `O=C(CN1CCN(C(C(=O)Nc2cc(C(F)(F)F)ccc2Cl)c2ccccc2)CC1)NC1CC1` (stereo not given)?
DT40 TDP1 CPT: 21µM*; TDP1 cell noCPT: inconclusive

What do the screens show for `CCOc1ccc(N2CC(C(=O)Nc3nnc(C4CCCCC4)s3)CC2=O)cc1` (stereo not given)?
DT40 TDP1 CPT: inconclusive; KAT2A inh: 3%; TDP1 cell noCPT: inconclusive

What do the screens show for `O=C(Cc1cccc(C(F)(F)F)c1)OCN1C(=O)c2ccccc2C1=O`?
DT40 TDP1 CPT: -11%; KAT2A inh: -11%; TDP1 cell noCPT: -3%

Results for N#C/C(=C\c1ccc(OC(=O)c2ccccn2)cc1)C(N)=O ?
DT40 TDP1 CPT: -4%; KAT2A inh: -8%; TDP1 cell noCPT: -13%

How did Cc1ccc(-c2nn(-c3ccccc3)cc2C(=O)NCC(c2cccs2)N2CCOCC2)cc1 (stereo not given) do in these assays?
DT40 TDP1 CPT: inconclusive; KAT2A inh: -6%; TDP1 cell noCPT: inconclusive

How did O=C(N/N=C/c1ccc(Cl)s1)C(O)c1ccccc1 (stereo not given) do in these assays?
DT40 TDP1 CPT: 0%; KAT2A inh: -20%; TDP1 cell noCPT: 5%

Results for FC(F)(F)c1cccc(Cc2noc(CN(Cc3ccccn3)CC3CCCO3)n2)c1 (stereo not given) ?
DT40 TDP1 CPT: 21µM*; KAT2A inh: 0%; TDP1 cell noCPT: 21µM*

What do the screens show for `C=Cc1ccc(Cn2c(C)c(C(=O)NCc3cccc(C)c3)sc2=O)cc1`?
DT40 TDP1 CPT: -33%; TDP1 cell noCPT: -13%

What do the screens show for `Cc1cc(OC(=O)c2cccc(F)c2)c([N+](=O)[O-])c(=O)[nH]1`?
DT40 TDP1 CPT: -3%; KAT2A inh: -4%; TDP1 cell noCPT: -3%

How did COc1cc(C(=O)N(CCN(C)C)CC2CCCN(Cc3ccccc3F)C2)ccc1C (stereo not given) do in these assays?
DT40 TDP1 CPT: inconclusive; KAT2A inh: -14%; TDP1 cell noCPT: inconclusive

Results for COc1cccc(NC(=O)CS(=O)(=O)c2cn(CC(=O)N3CCOCC3)c3ccccc23)c1 ?
DT40 TDP1 CPT: 6%; KAT2A inh: -2%; TDP1 cell noCPT: 0%

What do the screens show for `CCOc1ccc2oc(C(=O)OCC(=O)N3C(C)CCCC3C)c(C)c2c1` (stereo not given)?
DT40 TDP1 CPT: inconclusive; KAT2A inh: -17%; TDP1 cell noCPT: -15%

How did COCc1nnc(NC(=O)C2CCN(C(=O)c3ccco3)CC2)s1 do in these assays?
DT40 TDP1 CPT: -1%; KAT2A inh: -4%; TDP1 cell noCPT: 9%

Results for COc1ccc(-n2c(C)cc(/C=C3\C(=N)N4N=C(CC(=O)N5CCOCC5)SC4=NC3=O)c2C)c(OC)c1 ?
DT40 TDP1 CPT: inconclusive; KAT2A inh: inconclusive; TDP1 cell noCPT: inconclusive

How did CCOc1ccc(N=C2NC(=O)CS2)cc1 do in these assays?
DT40 TDP1 CPT: -10%; KAT2A inh: -7%; TDP1 cell noCPT: 9%

Results for O=c1ccn2c(n1)SC(c1ccccc1)C2 (stereo not given) ?
DT40 TDP1 CPT: -2%; TDP1 cell noCPT: 10%

Results for Nc1c(C(=O)NCc2ccc3c(c2)OCO3)c2nc3ccccc3nc2n1CCCN1CCOCC1 ?
DT40 TDP1 CPT: 23µM*; KAT2A inh: -10%; TDP1 cell noCPT: inconclusive

Results for COC(=O)CSc1nc(C)cc(C(F)(F)F)c1C#N ?
DT40 TDP1 CPT: -5%; KAT2A inh: -11%; TDP1 cell noCPT: -14%

How did Cc1cccc(CNc2ccnc(-c3ccoc3)n2)c1 do in these assays?
DT40 TDP1 CPT: inconclusive; KAT2A inh: -5%; TDP1 cell noCPT: inconclusive

How did CC(=O)c1c(O)cc(=O)oc1-c1ccc(C)cc1 do in these assays?
DT40 TDP1 CPT: 32%[activator]; TDP1 cell noCPT: 6%

How did COc1cc(OC)cc(OCC(O)Cn2ccnc2C)c1 (stereo not given) do in these assays?
DT40 TDP1 CPT: 2%; KAT2A inh: -3%; TDP1 cell noCPT: -12%

Results for CSCCC(NC(=O)COc1ccccc1)C(=O)N1CCN(c2ccccc2O)CC1 (stereo not given) ?
DT40 TDP1 CPT: -20%; KAT2A inh: -1%; TDP1 cell noCPT: inconclusive

How did CSc1ccc(C(=O)C2CCCN(C(=O)c3cccnc3SC)C2)cc1 (stereo not given) do in these assays?
DT40 TDP1 CPT: inconclusive; KAT2A inh: -7%; TDP1 cell noCPT: 16µM*

What do the screens show for `Cc1ccc(N(CC(=O)Nc2cc(Cl)ccc2Oc2ccccc2)S(C)(=O)=O)cc1C`?
DT40 TDP1 CPT: inconclusive; KAT2A inh: 0%; TDP1 cell noCPT: -23%

Continued, overlapping the part above by 2 compounds.
How did CSc1ccc(C(=O)C2CCCN(C(=O)c3cccnc3SC)C2)cc1 (stereo not given) do in these assays?
DT40 TDP1 CPT: inconclusive; KAT2A inh: -7%; TDP1 cell noCPT: 16µM*

What do the screens show for `Cc1ccc(N(CC(=O)Nc2cc(Cl)ccc2Oc2ccccc2)S(C)(=O)=O)cc1C`?
DT40 TDP1 CPT: inconclusive; KAT2A inh: 0%; TDP1 cell noCPT: -23%

Results for COc1ccc(S(=O)(=O)NCCSCc2ccco2)cc1OC ?
DT40 TDP1 CPT: -2%; KAT2A inh: -24%; TDP1 cell noCPT: -8%

How did COc1ccc(C(=O)[C@@H]2CC[C@](C)(C(=O)O)C2(C)C)cc1 do in these assays?
DT40 TDP1 CPT: 3%; KAT2A inh: 0%; TDP1 cell noCPT: 5%

What do the screens show for `C[C@@H]1CN([C@H](C)CO)C(=O)CCCn2nncc2CO[C@@H]1CN(C)S(=O)(=O)c1ccccc1F`?
DT40 TDP1 CPT: -6%; TDP1 cell noCPT: inconclusive

Results for CCOc1ccc(N(C(C)C(=O)N/N=C(\C)C(C)(C)C)S(C)(=O)=O)cc1 (stereo not given) ?
DT40 TDP1 CPT: -9%; KAT2A inh: -3%; TDP1 cell noCPT: 0%

How did COc1ccc(/C=N\NC(=O)C2COc3ccccc3O2)cc1O (stereo not given) do in these assays?
DT40 TDP1 CPT: 15µM*; KAT2A inh: -3%; TDP1 cell noCPT: inconclusive

What do the screens show for `CC(=O)Nc1ccc(NC(=O)C(C)OC(=O)CN2C(=O)C3CCCCC3C2=O)cc1` (stereo not given)?
DT40 TDP1 CPT: -4%; KAT2A inh: -10%; TDP1 cell noCPT: -4%

Results for CC(NC(=O)CSc1nc2ccccc2n1C)c1ccccc1 (stereo not given) ?
DT40 TDP1 CPT: 3%; KAT2A inh: 1%; TDP1 cell noCPT: -8%

What do the screens show for `CC1Cc2ccccc2N1C(=O)CN(C)S(=O)(=O)c1cccc2cccnc12` (stereo not given)?
DT40 TDP1 CPT: inconclusive; KAT2A inh: -1%; TDP1 cell noCPT: inconclusive

How did Cc1nc([N+](=O)[O-])cn1CC(=O)c1ccccc1 do in these assays?
DT40 TDP1 CPT: -5%; KAT2A inh: -1%; TDP1 cell noCPT: -9%

How did CN1CCN(C(=O)C2=C[C@H](C3CC3)C[C@H](OCc3ccc(CO)cc3)O2)CC1 do in these assays?
DT40 TDP1 CPT: -4%; TDP1 cell noCPT: -12%

How did O=C(NC(=S)Nc1ccc(Br)c(Cl)c1)C1CC1 do in these assays?
DT40 TDP1 CPT: -24%; KAT2A inh: -1%; TDP1 cell noCPT: -19%

How did C=Cc1ccc(Cn2nc(-c3ccc(C)c(S(=O)(=O)N(CC)CC)c3)ccc2=O)cc1 do in these assays?
DT40 TDP1 CPT: 16µM*; KAT2A inh: -6%; TDP1 cell noCPT: inconclusive

How did COc1ccc(/C(O)=C2/C(=O)C(=O)N(CCN(C)C)C2c2cccnc2)cc1C (stereo not given) do in these assays?
DT40 TDP1 CPT: 10%; KAT2A inh: 2%; TDP1 cell noCPT: -11%

How did COc1c(Cl)ccc(Cl)c1C(=O)NC(=O)N1CCOCC1 do in these assays?
DT40 TDP1 CPT: 1%; KAT2A inh: -3%; TDP1 cell noCPT: -3%

How did C=CCNC(=O)/C(=C/c1ccccc1OCC)NC(=O)c1ccccc1 do in these assays?
DT40 TDP1 CPT: 5%; KAT2A inh: -5%; TDP1 cell noCPT: -2%

What do the screens show for `COc1cccc(NC(=O)c2cnc(NS(=O)(=O)c3ccccc3)nc2)c1`?
DT40 TDP1 CPT: inconclusive; TDP1 cell noCPT: inconclusive
